hIAP activ = human IAP activation. P09923. 0.16% of 330,000 active. AID 2524. activation factor at 10 µM. purified human IAP, CDP-Star luminescence, 30 min; stronger effect = higher value; 1 = vehicle-only enzyme, 0 = enzyme-free background;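 active = activation factor of the enzyme at least 2-fold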; also: the source names both 10 and 20 µM as test concentration; values of inactives mirror those of a sister screen read the other way
Target sequence (P09923 whole entry, looked up): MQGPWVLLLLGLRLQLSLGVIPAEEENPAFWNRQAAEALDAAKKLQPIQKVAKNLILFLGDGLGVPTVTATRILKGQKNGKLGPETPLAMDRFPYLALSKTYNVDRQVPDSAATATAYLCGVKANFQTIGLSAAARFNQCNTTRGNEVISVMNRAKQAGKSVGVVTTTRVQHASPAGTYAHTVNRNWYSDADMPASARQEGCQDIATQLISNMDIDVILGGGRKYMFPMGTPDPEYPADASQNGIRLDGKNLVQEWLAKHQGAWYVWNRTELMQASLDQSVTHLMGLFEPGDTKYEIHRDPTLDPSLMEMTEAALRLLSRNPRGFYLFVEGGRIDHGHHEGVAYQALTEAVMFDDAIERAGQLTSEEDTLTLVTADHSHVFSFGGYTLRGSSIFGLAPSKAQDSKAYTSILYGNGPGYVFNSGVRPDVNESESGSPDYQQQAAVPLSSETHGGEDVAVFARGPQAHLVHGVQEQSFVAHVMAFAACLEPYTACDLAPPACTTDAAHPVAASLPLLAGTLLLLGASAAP
beta cell repl = MIN6 beta-cell proliferation induction | MIN6 cells proliferation, ATPlite luminescence, 48 h; cells starved in 0.2% serum; 100% = growth in 10% serum | proliferation, % at 10 µM | 0.29% of 330,000 active | AID 2380;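 active = compounds whose signal lies at least 3.5 SD above the mean of all wells on their plate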;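 also: 0% = DMSO-treated cells in low-serum medium and 100% = 10% serum control; some compounds called inactive have numbers as strong as hits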
MPTP inh = permeability transition pore inhibition. isolated mouse mitochondria, Ca2+ swelling absorbance, 30 min. inhibition, % at 10 µM. 1.4% of 360,000 active. AID 602449;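 active = inhibition of 50% or more, scaled per plate between neutral and stimulator controls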;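 also: 0% = DMSO wells given calcium and 100% = 1 mM EGTA wells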
mIAP activ = increases mouse intestinal alkaline phosphatase activity; activation factor at 10 µM; AID 2805; 0.24% of 330,000 active; muIAP, CDP-Star luminescence, 30 min; stronger effect = higher value; 1 = vehicle-only enzyme signal, 0 = enzyme-free wells;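 active = activation factor of at least 2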; also: the source names both 10 and 20 µM as test concentration; values of inactives mirror those of a sister screen read the other way
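System: Mouse IAP enzyme | Also added: CDP-Star substrate | Dosing: Compounds dispensed in DMSO | Schedule: 30 min enzyme-substrate-compound incubation at room temperature | Technique: Chemiluminescence readout | Control set: DMSO-only wells and no-enzyme negative control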
A3G deaminase = APOBEC3G (human) deaminase inhibition; Q9HC16; recombinant A3G, ssDNA deamination FAM/TAMRA fluorescence; inhibition, % at 20 µM; 0.28% of 330,000 active;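 active = inhibition of at least 40% at 20 µM, with no more than 30% in the related APOBEC3A deaminase screen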;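 also: plate controls were DMSO wells with A3G for no effect and wells lacking A3G enzyme for full effect; some compounds called inactive have numbers as strong as hits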
Target sequence (Q9HC16 whole entry, looked up): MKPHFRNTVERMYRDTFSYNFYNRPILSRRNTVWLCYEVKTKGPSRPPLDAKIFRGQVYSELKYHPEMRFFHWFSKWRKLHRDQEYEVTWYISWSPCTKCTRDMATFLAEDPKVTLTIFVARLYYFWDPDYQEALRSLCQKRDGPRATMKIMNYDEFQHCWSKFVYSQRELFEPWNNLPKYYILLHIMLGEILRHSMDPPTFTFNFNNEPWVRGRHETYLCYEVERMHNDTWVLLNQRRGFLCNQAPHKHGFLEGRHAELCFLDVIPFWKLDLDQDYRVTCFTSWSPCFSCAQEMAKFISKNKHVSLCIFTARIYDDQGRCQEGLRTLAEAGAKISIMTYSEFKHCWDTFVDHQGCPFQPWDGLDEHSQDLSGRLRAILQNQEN
APOBEC3A inh = inhibitors of human APOBEC3A DNA deaminase. P31941. recombinant A3A, FAM/TAMRA ssDNA deamination fluorescence. inhibition, % at 20 µM. 0.41% of 330,000 active. AID 493011;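 active = at least 40% inhibition at 20 µM here, with at most 30% in a related deaminase screen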;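 also: plate controls were A3A with DMSO for no effect and wells lacking A3A enzyme for full effect; some results filed as inactive read as strong as hits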
Target sequence (P31941 whole entry, looked up): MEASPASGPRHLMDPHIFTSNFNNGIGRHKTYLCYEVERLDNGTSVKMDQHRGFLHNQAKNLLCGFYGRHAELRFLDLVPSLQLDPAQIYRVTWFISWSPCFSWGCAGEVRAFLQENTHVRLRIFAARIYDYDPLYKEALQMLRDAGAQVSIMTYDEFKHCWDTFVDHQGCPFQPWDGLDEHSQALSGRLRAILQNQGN
hIAP block = human IAP inhibition; P09923; purified IAP, CDP-Star luminescence, 30 min; inhibition, % at 10 µM; 0.12% of 330,000 active; AID 2544;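 active = inhibition reaching a set limit with compound at 10 µM in the primary screen, cut at about 35% in these data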;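 also: plate controls were DMSO wells with enzyme for no effect and no-enzyme buffer wells for full effect; values of inactives mirror those of a sister screen read the other way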
GRIN3A LBD mod = modulators (binders) of human NR3A ligand-binding domain | NR3A LBD differential scanning fluorimetry, Tm shift; 0% = protein alone, 100% = glycine-bound protein | Tm shift relative to glycine control, % at 25 µM | 2.5% of 340,000 active | AID 1259313;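 active = melting temperature shift of at least 10% of the positive control shift, at one fixed dose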
mIAP inh = mouse IAP inhibition | AID 2806 | purified mouse IAP, CDP-Star luminescence, 30 min | 0.2% of 330,000 active | inhibition, % at 10 µM;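 active = inhibition of at least 40% at 10 µM in the primary screen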;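 also: plate controls were DMSO with enzyme for no effect and no enzyme wells for full effect; values of inactives mirror those of a sister screen read the other way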
An asterisk follows results filed as active; x = no result given.

Order of values – hIAP activ | beta cell repl | MPTP inh | mIAP activ | A3G deaminase | APOBEC3A inh | hIAP block | GRIN3A LBD mod | mIAP inh
COCCn1c(SCC(=O)Nc2ccc3c(c2)OCCO3)nnc1-c1ccncc1
→ 1.1 | -2 | 0.9 | 0.9 | -3 | 1 | -10 | -2 | 10
CC1(C)CC(=O)C2=C(C1)OC1=C(C(=O)CC(C)(C)C1)C2(C)C
→ 0.92 | 4 | x | 0.98 | -10 | -7 | 8 | x | 2
CC(=O)/C=C1\SC(CC(=O)O)C(=O)N1c1ccccc1 (stereo unspecified)
→ 1.2 | -3 | -2.0 | 1 | -5 | -2 | -18 | 0 | -4
CC(=O)C(Sc1nc(N(C)C)nc(N(C)C)n1)C(=O)Nc1ccccc1 (stereo unspecified)
→ 0.98 | -3 | 0.0 | 0.91 | -4 | -1 | 2 | 1 | 9
Cc1cc(C)c(S(=O)(=O)N2CCCCC2)cc1N(C)S(=O)(=O)c1ccc(Cl)cc1
→ 0.99 | -2 | -0.7 | 0.96 | -2 | 0 | 1 | 0 | 4
Cn1c(=O)[nH]c(=O)c2c1nc(Br)n2CC(O)c1ccccc1 (stereo unspecified)
→ 0.91 | -2 | 0.4 | 1.1 | 3 | 2 | 9 | -5 | -8
CN(c1ccccc1)c1nc(-n2ccnc2)nc(-n2ccnc2)n1
→ 1 | 1 | -3.0 | 1.1 | -10 | -8 | -2 | -1 | -7
COc1cccc(N2CN(CCc3ccccc3)CNC2=S)c1
→ 1.1 | -3 | 2.4 | 1 | -9 | -3 | -8 | 2 | -2
C/C(=N/NC(=O)CN(c1ccccc1)S(=O)(=O)c1ccccc1)c1ccccc1O
→ 1.4 | -5 | 1.9 | 1 | 6 | -6 | -38 | -5 | -2
COc1ccc(-n2c(C)cc(/C=C3\SC(=O)NC3=O)c2C)cc1
→ 0.88 | 1 | 0.4 | 1 | 13 | 38 | 12 | -5 | -2
CCC(C)Sc1ccc([C@H]2N[C@@](C)(C(=O)OC)[C@H]3C(=O)N(C)C(=O)[C@@H]23)cc1OC (stereo partly specified)
→ 0.83 | -4 | -0.1 | 0.95 | -8 | -2 | 17 | 0 | 5
O=C(CNC(=O)c1ccccc1F)NCc1ccccn1
→ 1.1 | -3 | -1.1 | 1.1 | -5 | -2 | -8 | -1 | -13
C=CCN1C(=O)c2ccc(C(=O)N(CC(C)C)c3c(N)n(CCCC)c(=O)[nH]c3=O)cc2C1=O
→ 1.1 | 3 | -1.7 | 1 | -8 | 7 | -13 | -1 | -3
C=CCn1c(N)cc(=O)nc1SCC(=O)Nc1ccc(C)cc1
→ 1 | 3 | -1.0 | 0.97 | -5 | -2 | -3 | 0 | 3
S=c1[nH]nc(C2CCCCC2)n1/N=C/c1ccccn1
→ 1.1 | -3 | 8.6 | 1 | 51* | -4 | -14 | 0 | -4
C#CCNC(=O)C1=C[C@H](C)[C@@H](CCCO)[C@H](OCC)O1
→ 0.9 | 1 | -0.1 | 0.98 | -4 | 0 | 10 | 3 | 2
C=CCOc1ccc(C2=NOC(C(=O)Nc3ccc4c(c3)OCCO4)C2)cc1 (stereo unspecified)
→ 1.1 | -4 | 0.3 | 0.99 | -4 | -1 | -14 | -2 | 1
COc1ccc(-n2c(Cn3c(=O)sc4ccccc43)nnc2SC)cc1
→ 0.87 | -1 | -1.7 | 0.99 | 1 | 1 | 13 | -4 | 1
CN(C)CCNC(=O)Cn1c(=O)c2cccn2c2ccc(F)cc21
→ 0.91 | 1 | 1.5 | 0.96 | -8 | -3 | 9 | 2 | 4
CN(CC(=O)Nc1ccc(F)cc1)C(=O)CN1C(=O)c2ccccc2C1=O
→ 0.96 | 1 | -0.3 | 1 | -10 | -5 | 4 | 1 | 0

2 entries from above, field by field.
> C#CCNC(=O)C1=C[C@H](C)[C@@H](CCCO)[C@H](OCC)O1
  hIAP activ: 0.9; beta cell repl: 1; MPTP inh: -0.1; mIAP activ: 0.98; A3G deaminase: -4; APOBEC3A inh: 0; hIAP block: 10; GRIN3A LBD mod: 3; mIAP inh: 2

> C=CCOc1ccc(C2=NOC(C(=O)Nc3ccc4c(c3)OCCO4)C2)cc1 (stereo unspecified)
  hIAP activ: 1.1; beta cell repl: -4; MPTP inh: 0.3; mIAP activ: 0.99; A3G deaminase: -4; APOBEC3A inh: -1; hIAP block: -14; GRIN3A LBD mod: -2; mIAP inh: 1

Next records
Order of values – hIAP activ | beta cell repl | MPTP inh | mIAP activ | A3G deaminase | APOBEC3A inh | hIAP block | GRIN3A LBD mod | mIAP inh
COc1cccc(NC(=S)N(Cc2ccccn2)Cc2ccccc2Cl)c1
→ 0.92 | -4 | -1.0 | 0.9 | 1 | 6 | 8 | -1 | 10
COc1cn(-c2ccccc2)nc1C(=O)NCc1ccc(C)cc1
→ 1.1 | -2 | -0.1 | 1 | -4 | -4 | -7 | -1 | -2
O=C(Nc1nnc(SCc2ccc(Cl)cc2)s1)C1CC(=O)N(Cc2ccccc2)C1 (stereo unspecified)
→ 1.2 | -5 | 2.5 | 0.92 | -6 | -2 | -18 | 1 | 8
Cc1cccn2c(=O)c3cc(C#N)c(=NC(=O)c4cccs4)n(CC(C)C)c3nc12
→ 0.89 | -1 | 18 | 1.1 | -8 | -1 | 11 | -20 | -9
COc1ccc(CNC(=O)Cc2c(C(=O)O)[nH]c3ccccc23)c(OC)c1
→ 1.1 | -1 | -0.5 | 1.1 | -8 | -6 | -9 | 1 | -6
O=C(CN1CCN(c2cccc(Cl)c2)CC1)NC1CCCc2ccccc21 (stereo unspecified)
→ 1 | -5 | 0.8 | 1 | -4 | -5 | -1 | -2 | 0
CN(CCOc1ccccc1)C(=O)c1cc(S(=O)(=O)N2CCCCC2)ccc1Cl
→ 1 | -1 | -0.7 | 0.91 | -2 | 0 | -3 | -1 | 9
CC(=O)NS(=O)(=O)c1ccc(NC(=O)COc2ccc(C(=O)c3ccccc3)cc2)cc1
→ 0.96 | -2 | 1.3 | 1.1 | -8 | 4 | 4 | 3 | -9
CCN(C#N)c1nc(N(C)C)nc(N(C)C)n1
→ 1.1 | -1 | 0.4 | 1 | -3 | -4 | -12 | -1 | -4
COc1ccc(/C=C2/Sc3ccc(C(=O)NCCN4CCCCCC4)cc3NC2=O)cc1
→ 1.1 | -4 | 87* | 0.96 | -3 | -1 | -14 | -1 | 4
CCC(=O)c1cc(F)c(N2CCN(C(=O)Cc3ccccc3)CC2)cc1C
→ 1 | 0 | 27 | 0.99 | 11 | 1 | -3 | -1 | 1
O=C(CCCC(=O)OCC(=O)c1ccc(Cl)cc1)NC1CCCCC1
→ 0.98 | 0 | 5.8 | 1.1 | 0 | 1 | 2 | 0 | -6
Cc1nn(C)c(Oc2cccc(Cl)c2)c1C(=O)Nc1ccc(F)cc1
→ 0.87 | 1 | -0.4 | 1.1 | -5 | -1 | 13 | -2 | -7
COc1cccc(NC(=O)COC(=O)c2cc(=O)c3ccccc3o2)c1
→ 0.83 | -1 | -0.1 | 1 | -5 | -1 | 16 | 1 | -4
O=C(CN1CCOCC1)Nc1ccccc1C(=O)Nc1ccccc1
→ 1.1 | 0 | -0.4 | 0.97 | -1 | -4 | -14 | -1 | 3
COc1ccc(S(=O)(=O)N2CCCCCC2)cc1C(=O)N1CCCCC1
→ 1.2 | -3 | 1.6 | 1 | -1 | 0 | -23 | 0 | 0
CON1C(=O)C(=O)N(OC)C(C)(C)C1C (stereo unspecified)
→ 1.1 | 0 | 0.0 | 1.1 | -3 | -1 | -14 | 2 | -6
Cc1nn(CCCC(=O)Nc2ccc(Br)cc2F)c(C)c1[N+](=O)[O-]
→ 1.1 | 0 | -6.8 | 1 | -9 | -7 | -12 | -1 | 0
CCn1c(=O)c(=O)[nH]c2cc(C(=O)NC3CCCc4ccccc43)ccc21 (stereo unspecified)
→ 0.81 | -1 | -1.7 | 1.1 | -3 | 22 | 19 | 0 | -12
CC(C)n1nnnc1SCC(=O)c1ccc2c(c1)OCCO2
→ 1.2 | 0 | -4.5 | 0.95 | -9 | -2 | -16 | 2 | 5
C=C[C@]1(C)C[C@H]1[C@H](NP(=O)(c1ccccc1)c1ccccc1)c1ccccc1
→ 0.91 | -7 | -0.6 | 1.1 | -3 | 2 | 9 | -1 | -15
CN1C(=O)/C(=N\OC(=O)c2ccccc2Cl)c2ccccc21
→ 1 | -5 | 1.6 | 0.99 | -4 | 1 | -2 | 2 | 0
COc1cc(CN(C(=O)c2cc3ccccc3oc2=O)C2CCS(=O)(=O)C2)cc(OC)c1OC (stereo unspecified)
→ 1.1 | -1 | -0.3 | 0.99 | -3 | -7 | -10 | 1 | 1
O=C(NCc1ccco1)/C(=C\c1cccnc1)NC(=O)c1ccccc1F
→ 1.1 | 0 | -1.6 | 1.1 | -9 | -5 | -11 | 0 | -8
CCCC(=O)Nc1cc(C(=O)N(C)CC(OC)OC)ccc1S(=O)(=O)c1ccc(C)cc1
→ 1.1 | -2 | -1.0 | 0.96 | -1 | 1 | -6 | 0 | 4
O=C(NCc1cc2ccccc2[nH]1)c1ccccc1F
→ 1.1 | 2 | -0.8 | 1.1 | -2 | -7 | -14 | 0 | -10
CCC(NC(=O)C1CCCC1)c1ccccc1 (stereo unspecified)
→ 1.1 | -1 | 3.4 | 1 | -5 | -1 | -10 | 1 | 0
C/C(=N\NC(=O)COc1ccc(C(C)(C)C)cc1)c1ccccc1
→ 0.89 | -2 | -1.6 | 1.1 | -7 | -1 | 11 | -15 | -6
CNC(=S)N1CCN(C(c2ccccc2)c2ccccc2)CC1
→ 1.1 | 0 | -0.7 | 1.1 | 6 | -2 | -5 | 4 | -14
COc1cccc(/C=N/N2CCN(Cc3ccccc3)CC2)c1O
→ 1.3 | 2 | 0.2 | 1 | -3 | -3 | -35 | 0 | -2
Cc1cccc(C)c1NC(=O)C1(N(Cc2ccco2)C(=O)Cn2nnnc2N)CCCCC1
→ 1.1 | 0 | -1.7 | 1.1 | -7 | 3 | -10 | 4 | -12
CNC(=O)c1cc(OCC(F)(F)F)ccc1OCC(F)(F)F
→ 1 | -4 | -1.6 | 0.94 | -15 | 0 | 0 | 0 | 6
CC1CCCCC1NC(=O)COC(=O)c1ccc2ncsc2c1 (stereo unspecified)
→ 0.94 | -4 | 0.6 | 0.99 | -4 | -3 | 6 | 4 | 1
Cc1c(CCC(=O)O)c(=O)oc2cc(OCc3ccccc3F)ccc12
→ 0.94 | -3 | -0.2 | 1 | -7 | -1 | 6 | -1 | -5
Cc1ccc(CNC(=O)C2CCC(=O)N(Cc3ccccc3F)C2)s1 (stereo unspecified)
→ 1.1 | 0 | 1.2 | 1.1 | -9 | -4 | -6 | 0 | -11
N#C/C(=C\c1ccc2c(c1)OCCO2)C(=O)Nc1nccs1
→ 0.87 | -1 | -0.3 | 0.94 | 1 | -3 | 13 | 0 | 6
CC(=O)c1c(C)[nH]c(C(=O)Nc2cc(S(=O)(=O)N(C)C)ccc2C)c1C
→ 0.95 | -2 | -1.8 | 0.95 | -4 | 0 | 5 | -2 | 5
CCOc1ccc(C(=O)Nc2nccs2)cc1[N+](=O)[O-]
→ 1.1 | 0 | 0.4 | 0.82 | -8 | -3 | -7 | -2 | 18
C=CCn1c(SCC(C)=O)nnc1-c1ccc2ncccc2c1
→ 0.88 | 0 | 2.2 | 1.1 | -10 | -4 | 12 | 0 | -7
Cc1ccc(N/C=C(\C#N)c2ccc(OCCCF)cc2)cc1
→ 1 | -2 | 3.0 | 1.1 | -5 | -5 | -5 | -10 | -6
CN(C)CCCNC(=S)Nc1ccc(-c2ccccc2)cc1
→ 0.98 | 0 | 1.2 | 1.1 | -8 | -2 | 2 | 0 | -8
FC(F)(F)COc1cc(-c2nnc(SCc3ccccc3)n2Cc2ccco2)cc(OCC(F)(F)F)n1
→ 0.97 | -4 | 9.5 | 0.95 | 7 | 3 | 2 | 1 | 5

Screening results (PubChem)
